FBW7 activator: FBW7 E3 ligase activators, primary screen, biochemical, AlphaScreen, human | F-box/WD repeat-containing protein 7 (Homo sapiens), Q969H0 | AlphaScreen FBW7–phospho-cyclin E peptide binding, activator screen | normalized activity (activation), % at 26.1 µM | 0.13% of 650,000 active | AID 1259310, 2017; in the data active = normalized activity above about 1.9%;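 also: purified mutant Fbw7 with reduced substrate affinity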
GPR151 ag: activators of human GPR151, primary screen, cell-based, PathHunter beta-arrestin, luminescence. G-protein coupled receptor 151 (Homo sapiens), Q8TDV0. AID 1508602, 2020. 1% of 650,000 active. PathHunter beta-arrestin GPR151 cells. activation, % at 11.2 µM; in the data active = activation above about 4.9%;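 also: 0% = median of compound wells and 100% = cells with positive control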
Target sequence (Q8TDV0 whole entry, looked up): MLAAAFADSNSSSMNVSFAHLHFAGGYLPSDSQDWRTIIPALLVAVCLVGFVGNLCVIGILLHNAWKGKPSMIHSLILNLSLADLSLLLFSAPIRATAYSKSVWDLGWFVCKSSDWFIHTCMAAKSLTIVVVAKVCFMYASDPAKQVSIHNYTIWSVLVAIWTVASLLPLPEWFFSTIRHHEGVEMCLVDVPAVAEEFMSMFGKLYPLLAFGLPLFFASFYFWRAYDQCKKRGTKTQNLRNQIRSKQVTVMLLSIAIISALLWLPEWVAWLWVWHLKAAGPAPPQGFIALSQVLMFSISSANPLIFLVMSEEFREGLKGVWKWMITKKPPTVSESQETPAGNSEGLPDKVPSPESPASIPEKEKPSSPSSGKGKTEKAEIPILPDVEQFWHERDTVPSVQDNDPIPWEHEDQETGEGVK
TEAD-YAP block: TEAD-YAP interaction inhibition, primary screen, TEAD-YAP interaction inhibitor project, luminescence, HEK-TIYL cells; TEAD-Gal4/YAP UAS-luciferase luminescence; inhibition, % at 9.12 µM; 1.4% of 640,000 active; AID 1259422, 2018; in the data active = inhibition above about 32%;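 also: 0% = median of test compound wells and 100% = reference inhibitor wells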
MITF primary: MITF inhibitors, primary screen, biochemical, AlphaScreen, human | 0.91% of 650,000 active | inhibition, % at 2.6 µM | AlphaScreen MITF homodimerization, bead proximity signal | AID 1259374, 2018; in the data active = inhibition above about 50%;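 also: 0% = vehicle wells with protein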
Target sequence (O75030 whole entry, looked up): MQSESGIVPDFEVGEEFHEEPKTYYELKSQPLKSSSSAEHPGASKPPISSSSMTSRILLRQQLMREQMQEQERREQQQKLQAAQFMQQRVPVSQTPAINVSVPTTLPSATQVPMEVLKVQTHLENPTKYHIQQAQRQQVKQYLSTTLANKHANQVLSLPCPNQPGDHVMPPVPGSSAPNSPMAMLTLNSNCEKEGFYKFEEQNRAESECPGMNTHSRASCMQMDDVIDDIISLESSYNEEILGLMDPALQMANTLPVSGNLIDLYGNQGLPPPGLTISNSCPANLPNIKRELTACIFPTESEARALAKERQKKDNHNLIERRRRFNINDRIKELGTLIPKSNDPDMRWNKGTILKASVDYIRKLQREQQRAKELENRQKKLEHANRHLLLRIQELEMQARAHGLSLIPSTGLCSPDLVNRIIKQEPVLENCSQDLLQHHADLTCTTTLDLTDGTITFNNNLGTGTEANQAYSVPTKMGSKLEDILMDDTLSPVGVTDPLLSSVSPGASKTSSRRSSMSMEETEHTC
Numbers without * were called inactive.

#1 CC(CO)NC(=O)c1cnc2sccn2c1=O (configuration not stated)
#2 O=C(CSc1nnc2ccccn12)N1CCc2ccccc2C1
#3 COc1cccc(-n2c(SCC(=O)N3CCc4ccccc43)nnc2-c2ccncc2)c1
#4 Cc1cc(OCC(=O)NNC(=O)CCCCCN2C(=O)c3ccccc3C2=O)cc(C)c1Cl
#5 COc1cc(CNC(=O)c2cc(-c3ccccc3)n[nH]2)cc(OC)c1OC
#6 Cn1cc(CN2CCN3C(=O)[C@H](COCc4ccccc4)NC(=O)[C@H]3C2)c(-c2ccccc2)n1
#7 Cc1ccc(S(=O)(=O)N2CCCCC2C(=O)N(C)c2ccccc2)cc1 (configuration not stated)
#8 CC(C)CCNC(=O)c1ccc[nH]c1=S

assay / entry,1,2,3,4,5,6,7,8
FBW7 activator,0.3,0.0,0.2,-0.1,0.0,0.0,0.0,-0.1
GPR151 ag,1.1,0.6,6.4*,0.1,-0.5,-2.2,1.0,-2.1
TEAD-YAP block,2,-35,11,5,-6,-10,-9,-13
MITF primary,-3,5,5,5,2,-6,1,1

#9 CCC(=O)Nc1nnc(-c2ccncc2)s1
#10 CC1CC(C)CN(S(=O)(=O)c2cccc(C(=O)OCCN3CCCC3=O)c2)C1 (configuration not stated)
#11 O=C(Nc1cc(F)cc(F)c1)c1ccc(Sc2ccccc2Cl)c([N+](=O)[O-])c1
#12 Cc1cccc(NC(=O)CSc2ncn[nH]2)c1C
#13 Cc1ccc(C)c(S(=O)(=O)NCC2COc3ccccc3O2)c1 (configuration not stated)
#14 Cc1ccc(C(=O)NCC(=O)NCC(=O)OCC(=O)c2ccc([N+](=O)[O-])cc2)cc1
#15 CCCCC1CN(Cc2cnn(C)c2C)Cc2ccccc2O1 (configuration not stated)
#16 Cc1cc(-c2cnc(N3CCCCC3)nc2C2CCN(C(=O)c3cccnc3)CC2)on1

assay / entry,9,10,11,12,13,14,15,16
FBW7 activator,-0.3,0.1,-0.1,0.2,0.0,-0.1,0.0,0.0
GPR151 ag,-0.6,1.0,-0.4,-1.5,-1.0,-0.6,-1.0,-0.9
TEAD-YAP block,-6,1,-4,18,-4,8,3,4
MITF primary,-4,20,1,-16,-6,11,-2,-16

#17 CNC(=O)CCc1nc(-c2ccccc2OC)no1
#18 CCN1CCN(S(=O)(=O)c2ccc(F)cc2)CC1
#19 O=C(Nc1nnc(-c2ccc3c(c2)OCO3)s1)c1ccccc1Cl
#20 Cc1ccc2oc(=O)c3cc(C(=O)NCc4ccccn4)sc3c2c1
#21 O=C(COc1ccc(Cl)cc1)Oc1coc(CSc2ncccn2)cc1=O
#22 Nn1c(SCC(=O)Nc2ccc3c(c2)OCO3)nnc1-c1cccnc1
#23 COC(=O)c1ccc([C@@H]2Nc3ccccc3[C@@H]3C=CC[C@@H]32)cc1
#24 NS(=O)(=O)c1ccc(-c2ccc(/C=N/Nc3ccccc3)o2)cc1

assay / entry,17,18,19,20,21,22,23,24
FBW7 activator,0.0,-0.1,0.5,-0.1,-0.5,0.3,-0.1,0.8
GPR151 ag,0.6,-0.4,-0.9,0.2,-0.1,1.1,-0.7,-0.1
TEAD-YAP block,-3,8,14,-3,-3,14,-9,6
MITF primary,22,-3,5,1,-7,7,5,12

#25 CCN(CC)C(=O)CCC(=O)Nc1ccc2nc(N3CCN(C)CC3)cc(C)c2c1
#26 COc1ccc(Cl)cc1Nc1nc(-c2cc3cc(Br)ccc3oc2=O)cs1
#27 CC(C)NC(=O)C(=O)NN=C1CCCCC1
#28 Cc1ccc(S(=O)(=O)Nc2ccc(-c3nnc4n3CCCCC4)cc2)cc1
#29 Cc1c(CNC2CCCc3ccccc32)c(C(=O)O)c(C)n1Cc1ccc(F)cc1 (configuration not stated)
#30 COc1cccc2sc(N3CCc4ccccc4C3)nc12
#31 O=Cc1ccc(Oc2ccc(C(F)(F)F)cc2[N+](=O)[O-])cc1
#32 COc1ccc(/C(N)=N/OC(=O)c2ccc3ccccc3c2)cc1OC

assay / entry,25,26,27,28,29,30,31,32
FBW7 activator,0.0,-0.2,-0.2,0.4,0.0,0.1,-0.1,-0.2
GPR151 ag,-0.8,0.3,0.5,-1.7,-0.5,-0.2,0.0,3.8
TEAD-YAP block,-4,-4,-9,7,13,-28,7,0
MITF primary,3,16,1,4,9,2,-15,-4

#33 COc1ccc(Cl)cc1NC(=O)c1cc(-c2ccccc2O)on1
#34 COc1ccc(Br)cc1/C=C1N=C(/C=C\c2cccc([N+](=O)[O-])c2)OC/1=O
#35 Cc1ccc(NC(=O)/C(=C/c2cccc([N+](=O)[O-])c2)NC(=O)c2ccccc2Br)c(Br)c1
#36 CCC1C=CCC2C(=O)N(CC(=O)NCCC3=CCCCC3)C(=O)C12 (configuration not stated)
#37 CCCN1C(=O)CC(C(=O)OC)C12CCN(Cc1ccc3nsnc3c1)CC2 (configuration not stated)
#38 Nc1nnc(SCC(=O)Nc2ccc(I)cc2)s1
#39 CCN1CCN(c2cc(C)c3cc(NC(=O)c4cnccn4)ccc3n2)CC1
#40 O=C(CSc1ncn[nH]1)c1ccc(F)cc1

assay / entry,33,34,35,36,37,38,39,40
FBW7 activator,-0.2,0.5,0.2,0.1,-0.1,1.0,-0.1,0.3
GPR151 ag,-0.2,0.6,-0.4,-0.7,-0.9,-0.7,3.0,0.6
TEAD-YAP block,5,-5,10,-3,0,20,-18,-1
MITF primary,-14,7,1,8,3,10,-2,13

Other records follow:
No. | canonical_smiles | FBW7 activator | GPR151 ag | TEAD-YAP block | MITF primary
41 | O=C(Cc1ccccc1)N1CCOCC1 | 0.1 | -2.3 | 4 | 7
42 | COC(=O)C1=C(N)Oc2cc(C)[nH]c(=O)c2C1c1cccc(OC)c1OC (configuration not stated) | 0.1 | 2.1 | 4 | 11
43 | CNC(=O)Cn1c(=O)n(-c2ccc(C)cc2)c(=O)c2oc3ccccc3c21 | 0.0 | -0.9 | -3 | -9
44 | Brc1ccc(CSc2ncnc3nc[nH]c23)cc1 | 0.0 | 0.2 | 2 | 5
45 | CC(=O)CC(C)(C)S(=O)(=O)c1ccc(Cl)cc1 | 0.2 | -0.1 | 0 | 14
46 | CC(C)(C)n1cnc2cc(NCc3ccncc3)ccc21 | -0.1 | -1.5 | -4 | 13
47 | COCCOC(=O)c1ccc(NC(=O)CCCCCN2C(=O)c3ccccc3C2=O)cc1 | -0.1 | -1.3 | 6 | 1
48 | O=C(CSc1nc2[nH]ncc2c(=O)n1-c1cccc(C(F)(F)F)c1)N1CCN(c2ccccc2)CC1 | -0.1 | -0.3 | 9 | -9
49 | COC(=O)[C@H](Cc1ccccc1)NC(=O)c1cc(COc2c(F)cccc2F)on1 | 0.0 | 5.6* | -31 | 13
50 | COc1ccccc1C(=O)Nc1ccc2oc(-c3ccc4ccccc4c3)nc2c1 | 0.2 | 1.6 | -17 | -4
51 | Cc1cccc(Nc2nc(-c3cc4cc(Br)ccc4oc3=O)cs2)c1C | 0.1 | -0.6 | 11 | 0
52 | O=C(Nc1ccc(Cl)cn1)c1ccc(N2CCCCC2)c([N+](=O)[O-])c1 | -0.4 | 0.4 | -62 | 18
53 | Cc1ccc(NC(=O)C2CCC(N3C(=O)C4C5CCC(C5)C4C3=O)CC2)c(C)c1 (configuration not stated) | 0.6 | -0.1 | 12 | 8
54 | C=CCC1(C#N)C(=S)NC(C)=C(C(C)=O)C1c1ccc(Cl)cc1 (configuration not stated) | 0.1 | 1.2 | 3 | -1
55 | CN1CCc2cc(CNC(=O)CC3C(=O)NCCN3Cc3ccc(F)c(F)c3)ccc21 (configuration not stated) | -0.3 | 0.5 | -9 | -12
56 | Cc1noc(C)c1COC(=O)c1cccc(S(=O)(=O)N2CC3(C)CC2CC(C)(C)C3)c1 (configuration not stated) | 0.1 | 1.8 | 11 | 1
57 | CCN(CC)C(=Nc1ccccc1)n1cncn1 | 0.0 | 4.1 | 0 | 3
58 | O=c1c2ccccc2nc(/C=C/c2ccc(OCc3ccc(Cl)c(Cl)c3)cc2)n1-c1cccc(C(F)(F)F)c1 | 0.1 | 0.8 | -4 | 14
59 | Cc1c(O)ccc2c(CN3CCCCC3)cc(=O)oc12 | 0.2 | -0.3 | -9 | 11
60 | COc1cccc(C2NC(=S)NC(C)=C2C(=O)N(C)C)c1OC (configuration not stated) | 0.0 | 0.4 | -9 | -5

Complete entries from above. Values in the order: FBW7 activator | GPR151 ag | TEAD-YAP block | MITF primary
Cc1ccc(NC(=O)C2CCC(N3C(=O)C4C5CCC(C5)C4C3=O)CC2)c(C)c1 (configuration not stated) reads 0.6 | -0.1 | 12 | 8
COc1cccc(C2NC(=S)NC(C)=C2C(=O)N(C)C)c1OC (configuration not stated) reads 0.0 | 0.4 | -9 | -5
CN1CCc2cc(CNC(=O)CC3C(=O)NCCN3Cc3ccc(F)c(F)c3)ccc21 (configuration not stated) reads -0.3 | 0.5 | -9 | -12
Cc1c(O)ccc2c(CN3CCCCC3)cc(=O)oc12 reads 0.2 | -0.3 | -9 | 11
Cc1cccc(Nc2nc(-c3cc4cc(Br)ccc4oc3=O)cs2)c1C reads 0.1 | -0.6 | 11 | 0

The list goes on:
No. | canonical_smiles | FBW7 activator | GPR151 ag | TEAD-YAP block | MITF primary
61 | C[C@@H](O)[C@@H]1NC(=O)[C@@H]2C[C@H](NCc3ccc(CN4CCCCC4)s3)CN2C1=O | 0.0 | -0.3 | -1 | 5
62 | Cc1cccc2nc(=S)n(C(=O)c3ccco3)n12 | -0.1 | -0.7 | -41 | 13
63 | COc1ccc(/C(O)=C2/C(=O)C(=O)N(CCN3CCOCC3)C2c2cccc(Oc3ccccc3)c2)cc1 (configuration not stated) | 0.2 | 0.6 | -3 | 15
64 | CSc1ccc(NC(=O)CC(C)=O)cc1 | 0.1 | 0.1 | -19 | 3
65 | O=C(CSc1cccc[n+]1[O-])NN(c1ccccc1)c1ccccc1 | 1.0 | -2.7 | -15 | 16
66 | CCOc1ccc(/C(O)=C2\C(=O)C(=O)N(CCOC)C23C(=O)N(C)c2ccccc23)cc1 (configuration not stated) | -0.2 | 0.7 | 5 | 26
67 | CCNCc1cc(OCC)c(OCC(=O)NCCc2ccccc2)cc1Cl | 0.0 | -0.6 | -8 | -13
68 | NC(=O)C1CCN(C(=O)CC2(CC(=O)O)CCCCC2)CC1 | 0.3 | 1.4 | -2 | 0
69 | Clc1ccc(-c2csc(N3CCSCC3)n2)cc1 | 0.0 | -0.1 | -33 | 0
70 | CC(=O)C1=C(O)C(=O)N(c2cccc(C(=O)O)c2)C1c1ccc(Br)cc1 (configuration not stated) | 0.0 | 0.4 | 7 | 15
71 | CCCCC/C=C/C(=O)Nc1nc2ccc(OCC)cc2s1 | -0.1 | 1.0 | -11 | -2
72 | O=C(CSc1n[nH]c(=O)n1C1CC1)Nc1ccc(Cl)cc1Cl | 0.0 | 1.1 | 0 | -13
73 | Cc1cc(NC(=O)/C=C\c2ccccc2)nc2c1c(=O)oc1ccccc12 | 0.1 | 1.0 | -13 | 11
74 | Cc1nn(C)c(C)c1-c1cc(NCc2ccccc2)ncn1 | -0.2 | 0.2 | -3 | 11
75 | Cc1cccc(N2CCN(C(=O)CCN3C(=O)C4C5C=CC(C5)C4C3=O)CC2C)c1 (configuration not stated) | -0.1 | 0.2 | 1 | -4
76 | CCOc1ccc(/C=C2\C(=O)NC(=O)N(Cc3ccccc3)C2=O)cc1OC | 0.0 | -1.1 | -4 | -18
77 | Cc1ccc(NC(=O)C2(N(Cc3ccco3)C(=O)Cn3nnnc3N)CCCCC2)cc1 | -0.1 | 1.0 | 3 | 9
78 | Fc1ccc(C2CC(c3cccs3)=NN2c2nc(-c3ccc(C4CCCCC4)cc3)cs2)cc1 (configuration not stated) | 0.0 | -0.1 | -19 | 6
79 | Cc1ccccc1OCC(=O)Nc1ccc(C(N)=O)cc1 | 0.0 | -1.4 | -1 | 11
80 | CS(=O)(=O)c1ccccc1C(=O)N1CCN(c2ccccc2)CC1 | 0.0 | 0.4 | -3 | 15
81 | O/N=C/c1ccc(OCc2ccccc2)cc1 | 0.4 | -6.1 | -20 | 8
82 | Cc1cc(CN(C)C(=O)CC2(c3ccccc3C)CC(=O)N(Cc3cccnc3)C2=O)n[nH]1 (configuration not stated) | -0.1 | 1.4 | -9 | -5
83 | CC(C)(C)NC(=O)CN1CCC(n2nc(-c3cccs3)ccc2=O)CC1 | 1.2 | 1.8 | 20 | 38
84 | CC1(C)Cc2c(sc(NC(=O)c3ccc([N+](=O)[O-])cc3)c2C#N)CO1 | -0.1 | 0.0 | -37 | 10
85 | Cc1cccc(NC(=O)c2cc(S(=O)(=O)N3CCN(Cc4ccc5c(c4)OCO5)CC3)ccc2F)c1C | 0.0 | 0.7 | -2 | -6
86 | N/C(=N\N=C(/N)c1ccccn1)c1ccccn1 | -1.0 | -6.5 | 61* | 107*
87 | CCCC1CCC(C(=O)Nn2cnc3ccccc3c2=O)CC1 (configuration not stated) | 0.0 | 1.5 | -26 | -9
88 | c1ccc(C2CN(Cc3ccncc3)Cc3ccccc3O2)cc1 (configuration not stated) | 0.1 | -0.4 | 8 | 9
89 | CC(=O)Nc1cc(-c2ccc(Cl)cc2)[nH]n1 | -0.6 | -0.4 | -31 | -16
90 | Cc1nc2ccccc2n1C(C)c1ccccc1 (configuration not stated) | 0.0 | 0.1 | -3 | 18
91 | Cc1nc(NCc2cccs2)sc1-c1ccn(CCN2CCOCC2)n1 | 0.4 | 0.8 | -19 | 0

Bioassay records deposited in PubChem BioAssay by The Scripps Research Institute Molecular Screening Center.
